Screening results (PubChem)
COUP-TFII inh: NR2F2 (human) inhibition, primary screen; P24468; HEK293T NGFI-A luciferase reporter, luminescence; inhibition, % at 8.6 µM; hit rate 0.7% among 370,000;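 active means inhibition above a per-plate cutoff, mean inhibition of test wells between control levels plus 3 SD, cut at about 38% in these data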;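 further: cells cotransfected with COUP-TFII expression vector driving the NGFI-A reporter; 0% = median of COUP-TF2 test wells and 100% = reporter-only cells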
EBV LMP1 NFkB: Epstein-Barr LMP1 NF-kappaB reporter inhibition. LMP1-induced NF-kappaB luciferase reporter cells, luminescence. inhibition, % at 12.5 µM. hit rate 0.69% among 350,000. AID 504558; in the data active means inhibition above about 41%;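 further: 0% = neutral control wells and 100% = reference inhibitor control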
CF NFkB block: blocks PAF-induced NF-kB reporter in cystic fibrosis cells; hit rate 0.86% among 360,000; KKLEB NF-kB-GFP reporter, GFP fluorescence overnight; inhibition, % at 5 µM; AID 588850;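 active means at least 50% inhibition at 5 µM, scaled per plate between neutral and stimulator controls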;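 further: PAF is a Pseudomonas aeruginosa culture filtrate used as stimulus; plate controls were PAF-stimulated DMSO wells for no effect and unstimulated DMSO wells for full effect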
TROY NFkB inh: blocks TROY-dependent signaling in reporter cells. Q293 LMP1-TROYcd NF-kB luciferase reporter, 4 h. inhibition, % at 10 µM. hit rate 0.98% among 360,000;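 active means compounds whose plate-normalised and pattern-corrected inhibition of the luciferase reporter signal at the single screening dose is 50% or more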
SRC1 inh: inhibits human SRC1 coactivator; HEK293 GAL4-SRC1 luciferase reporter, luminescence; inhibition, % at 3.6 µM; hit rate 0.12% among 360,000; AID 588354;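 active means inhibition above the campaign mean plus 3 SD, with each screening campaign given its own cutoff, cut at about 60% in these data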;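 further: 0% = DMSO treated cells and 100% = gossypol at 36 µM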
NCOA3 inh: inhibits human SRC3 coactivator; Q9Y6Q9; inhibition, % at 3.6 µM; AID 588352; HEK293 GAL4-SRC3 luciferase reporter, luminescence; hit rate 0.17% among 360,000;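 active means inhibition above a per-campaign cutoff, the mean of all compounds plus 3 SD, cut at about 60% in these data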;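 further: 0% = DMSO-treated cells and 100% = gossypol-treated cells at 36 µM; higher means less SRC3-driven luciferase light from the GAL4 reporter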
Target sequence (Q9Y6Q9 whole entry, looked up, the tested form may be a part): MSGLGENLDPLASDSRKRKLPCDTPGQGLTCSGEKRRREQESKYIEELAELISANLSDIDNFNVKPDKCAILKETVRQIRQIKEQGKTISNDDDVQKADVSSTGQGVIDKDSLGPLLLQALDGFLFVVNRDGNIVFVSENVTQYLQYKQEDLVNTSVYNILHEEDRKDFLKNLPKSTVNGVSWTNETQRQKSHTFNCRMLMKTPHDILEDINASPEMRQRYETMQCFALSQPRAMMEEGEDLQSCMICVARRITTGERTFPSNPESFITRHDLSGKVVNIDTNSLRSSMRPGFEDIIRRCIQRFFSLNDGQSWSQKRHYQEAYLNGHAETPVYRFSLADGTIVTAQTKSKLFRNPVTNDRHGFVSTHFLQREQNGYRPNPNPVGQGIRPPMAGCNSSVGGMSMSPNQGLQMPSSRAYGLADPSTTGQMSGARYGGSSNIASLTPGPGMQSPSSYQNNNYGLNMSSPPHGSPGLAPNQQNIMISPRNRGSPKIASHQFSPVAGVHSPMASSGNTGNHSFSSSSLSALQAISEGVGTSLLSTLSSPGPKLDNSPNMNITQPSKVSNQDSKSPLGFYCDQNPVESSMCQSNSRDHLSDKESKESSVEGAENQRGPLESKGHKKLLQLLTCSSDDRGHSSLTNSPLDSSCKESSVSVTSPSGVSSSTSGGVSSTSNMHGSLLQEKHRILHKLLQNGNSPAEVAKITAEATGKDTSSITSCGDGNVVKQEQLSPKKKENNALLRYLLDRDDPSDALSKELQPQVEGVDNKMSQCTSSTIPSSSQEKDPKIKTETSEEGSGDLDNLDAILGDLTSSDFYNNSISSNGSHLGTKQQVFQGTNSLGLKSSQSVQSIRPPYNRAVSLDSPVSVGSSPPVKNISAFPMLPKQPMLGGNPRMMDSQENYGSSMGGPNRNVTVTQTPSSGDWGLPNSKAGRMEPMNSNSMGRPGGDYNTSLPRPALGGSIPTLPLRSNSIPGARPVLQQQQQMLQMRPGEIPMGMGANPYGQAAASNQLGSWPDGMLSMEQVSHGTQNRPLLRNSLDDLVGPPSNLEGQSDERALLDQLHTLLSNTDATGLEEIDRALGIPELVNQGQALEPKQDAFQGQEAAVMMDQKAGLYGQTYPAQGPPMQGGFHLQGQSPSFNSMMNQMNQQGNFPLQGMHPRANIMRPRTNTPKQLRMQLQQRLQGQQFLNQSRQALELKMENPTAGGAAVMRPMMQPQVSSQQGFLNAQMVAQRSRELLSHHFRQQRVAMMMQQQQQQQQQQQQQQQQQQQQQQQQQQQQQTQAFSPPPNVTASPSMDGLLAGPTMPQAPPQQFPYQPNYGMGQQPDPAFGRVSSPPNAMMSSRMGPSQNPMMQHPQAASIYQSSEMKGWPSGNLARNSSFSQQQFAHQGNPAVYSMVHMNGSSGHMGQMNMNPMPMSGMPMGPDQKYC
C8 TRAIL sens: caspase-8 TRAIL sensitization; NB7+C8 cells + TRAIL, ATPlite viability luminescence; inhibition (viability loss, TRAIL sensitization), % at 10 µM; hit rate 1% among 360,000; AID 624354;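 active means compounds causing at least 50% loss of cell viability in the single-dose screen, relative to plate controls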
Shn3 3UTR inh: Schnurri-3 reporter inhibition in Clone20 osteoblasts. Clone20 osteoblast Shn3 3'UTR firefly luciferase, 24 h. inhibition, % at 12.5 µM. hit rate 0.52% among 360,000;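 active means mean inhibition of at least 75% with every replicate also reaching 75%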;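 further: 0% = median of neutral control wells and 100% = pilot-screen positive control compound; some compounds past the cut are filed as inactive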
KKLEB tox: counter-screen for CF NF-kB inhibitors: cytotoxicity; KKLEB CF airway cells viability, ATPlite luminescence, overnight; active compounds read low; cells stimulated with P. aeruginosa culture filtrate; activity change (cytotoxicity), % at 5 µM; hit rate 0.36% among 360,000; AID 602141;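 active means corrected activity change at or below -50% at 5 µM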
NR5A2 inv ag: suppresses constitutive activity of human LRH-1; O00482; HEK293T StAR-luciferase reporter, LRH-1 transfected, 24 h; inhibition, % at 3.6 µM; hit rate 0.13% among 360,000;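 active means inhibition above the mean inhibition of all tested compounds plus 3 SD, cut at about 73% in these data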;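 further: 0% = DMSO wells and 100% = reporter-only cells lacking LRH-1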
TWEAK Fn14 block: blocks TWEAK-Fn14 interaction in a reporter cell assay; inhibition, % at 10 µM; TWEAK-stimulated Fn14 reporter cells, luciferase luminescence, 8 h; hit rate 2% among 360,000; in the data active means inhibition above about 50%
The depositor's hits bear a star; / = no result given. This is a subset, so the mix of outcomes need not match the whole.

mol	COUP-TFII inh	EBV LMP1 NFkB	CF NFkB block	TROY NFkB inh	SRC1 inh	NCOA3 inh	C8 TRAIL sens	Shn3 3UTR inh	KKLEB tox	NR5A2 inv ag	TWEAK Fn14 block
O=C(Nc1ccc(C(=O)O)cc1)Nc1cccc([N+](=O)[O-])c1	-20	-9	23	14	4	12	-6	-8	-9	12	-2
CC(C)C[C@@H](CN1CCC[C@H]1CN1C(=O)C(=O)NC[C@@H]1Cc1ccccc1)N1C[C@H](Cc2ccccc2)N(CC2CCCCCC2)C(=O)C1=O	7	/	/	45	/	/	18	/	/	-7	35
CCOC(=O)c1ccc(NS(=O)(=O)c2ccc3c(c2)NC(=O)CCS3)cc1	-14	3	17	12	13	-24	-17	19	3	-8	14
CCOC(=O)C1=C(C)Nc2nc(SCC)nn2C1c1ccc(OC)cc1 (stereo not given)	-4	2	-7	2	-16	7	-5	-3	5	-9	8
CCCN(C(=O)CSc1nnc(-c2ccoc2C)n1N)C1CCS(=O)(=O)C1 (stereo not given)	10	-5	-12	8	-12	0	-20	-13	-5	15	-2
COC(=O)c1ccc(/C=N/N2C(C)CCCC2C)cc1 (stereo not given)	3	-19	3	-35	-24	-33	-2	-55	1	-5	-30
O=C(O)C1C(c2ccccc2)C(C(=O)N2CCOCC2)C1c1ccccc1 (stereo not given)	5	3	8	-3	-5	14	-9	8	5	-3	-5
COc1ccc(OCC(O)CNS(=O)(=O)c2cccc(Cl)c2)cc1 (stereo not given)	13	/	-7	4	1	15	4	15	3	13	-10

Some of the entries so far, with two lines to a compound.
Below each SMILES – COUP-TFII inh | EBV LMP1 NFkB | CF NFkB block | TROY NFkB inh | SRC1 inh | NCOA3 inh | C8 TRAIL sens | Shn3 3UTR inh | KKLEB tox | NR5A2 inv ag | TWEAK Fn14 block
- CCOC(=O)C1=C(C)Nc2nc(SCC)nn2C1c1ccc(OC)cc1 (stereo not given)
    -4 | 2 | -7 | 2 | -16 | 7 | -5 | -3 | 5 | -9 | 8
- CCCN(C(=O)CSc1nnc(-c2ccoc2C)n1N)C1CCS(=O)(=O)C1 (stereo not given)
    10 | -5 | -12 | 8 | -12 | 0 | -20 | -13 | -5 | 15 | -2
- COC(=O)c1ccc(/C=N/N2C(C)CCCC2C)cc1 (stereo not given)
    3 | -19 | 3 | -35 | -24 | -33 | -2 | -55 | 1 | -5 | -30
- O=C(O)C1C(c2ccccc2)C(C(=O)N2CCOCC2)C1c1ccccc1 (stereo not given)
    5 | 3 | 8 | -3 | -5 | 14 | -9 | 8 | 5 | -3 | -5

3 entries already listed, arranged by their value in EBV LMP1 NFkB, low to high.
compound,COUP-TFII inh,EBV LMP1 NFkB,CF NFkB block,SRC1 inh,NCOA3 inh,Shn3 3UTR inh,NR5A2 inv ag,TWEAK Fn14 block
COC(=O)c1ccc(/C=N/N2C(C)CCCC2C)cc1 (stereo not given),3,-19,3,-24,-33,-55,-5,-30
O=C(Nc1ccc(C(=O)O)cc1)Nc1cccc([N+](=O)[O-])c1,-20,-9,23,4,12,-8,12,-2
O=C(O)C1C(c2ccccc2)C(C(=O)N2CCOCC2)C1c1ccccc1 (stereo not given),5,3,8,-5,14,8,-3,-5

Further compounds:
mol	COUP-TFII inh	EBV LMP1 NFkB	CF NFkB block	TROY NFkB inh	SRC1 inh	NCOA3 inh	C8 TRAIL sens	Shn3 3UTR inh	KKLEB tox	NR5A2 inv ag	TWEAK Fn14 block
CC(NC(=O)CN(C)Cc1nc2ccccc2c(=O)[nH]1)c1ccccc1 (stereo not given)	10	0	5	3	-13	24	7	-3	-4	2	3
Cc1ccc(C)c(/C=C2\CCn3c2nc2cc(C(=O)O)ccc2c3=O)c1	-5	-3	-3	9	10	15	9	1	9	10	0
COc1c(O)cccc1[C@H](O)C1CCN(CCc2ccc(F)cc2)CC1	9	-4	-18	-1	-13	-11	-15	-13	26	-9	-3
COc1ccccc1NC(=O)Nc1ccc(-n2ccc(C(F)(F)F)n2)cc1	-25	-20	6	-39	-44	-38	13	/	0	-61	-22
CN1C(=O)CSC1=Nc1cccc(C(=O)O)c1	1	-1	-8	-10	4	-29	0	8	21	5	1
CCOc1ccccc1NC(=O)Nc1ccncc1	-6	3	0	-12	2	-2	-12	25	-4	-2	-6
CC1CCc2c(sc(N)c2C(N)=O)C1 (stereo not given)	-3	1	3	-11	4	10	2	-5	5	4	-7
COc1cccc(/C=N/n2nnc3c(cnn3-c3ccccc3)c2=O)c1	-2	-1	-5	-3	-3	-8	-4	1	13	2	5
COc1ccc(C(=O)SC2=NCCS2)cc1OC	-3	1	20	9	-12	-6	-21	-33	-15	17	12
COc1ccc([C@H]2/C=C\CN(S(C)(=O)=O)[C@@H](C)C(=O)N2Cc2ccc(F)cc2)cc1	-21	-6	-8	14	1	9	6	-1	-4	3	7
CC1=C(C(=O)Nc2ccc(C)cc2C)C(c2cccc([N+](=O)[O-])c2)n2nc(C(=O)OC(C)C)nc2N1 (stereo not given)	-2	3	-14	-4	-17	-12	6	18	-25	-4	-19
CCOc1cc(/C=C2\NC(=O)NC2=O)ccc1OC(C)C(=O)O (stereo not given)	5	8	-9	2	-9	8	-7	15	8	15	4
CC(Sc1nc(N)cc(=O)[nH]1)C(=O)N1CCOCC1 (stereo not given)	8	-4	-7	15	-12	-22	-12	0	3	-23	13
CCCCn1c(N)c(N(CC)C(=O)c2cc(CC)c(C)s2)c(=O)[nH]c1=O	15	-33	-22	10	6	23	-16	1	9	-9	1
Cc1c(CNC(=O)C2CC2)c(-n2cccc2)n(Cc2ccccc2)c1C	15	-4	-3	12	0	11	-2	2	0	-13	1
CCc1ccccc1OCC(=O)Nc1nnc(C2CC2)s1	-4	-3	4	-11	-5	-6	-12	-7	4	0	-23
CCCS(=O)(=O)c1nc(C)cc(C)c1S(C)(=O)=O	-10	-6	12	-11	-3	10	4	-9	-3	16	-1
O=C(O)C(Cc1ccccc1)N1C(=O)C2C3CCC(C3)C2C1=O (stereo not given)	1	-6	19	-15	2	6	-5	-15	-6	-8	-2
O=C(Nc1cc(-c2nc3ccccc3s2)ccc1Cl)c1ccc2c(c1)OCO2	-2	-3	-25	-49	-31	-33	-10	-24	4	-30	-39
CSc1ccc(/C=C2\CCn3c2nc2cc(C(=O)O)ccc2c3=O)cc1	5	-12	-15	-17	-7	-8	-12	-4	2	-15	-14
CC(=O)NCCc1c[nH]c2ccc(OCc3ccccc3)cc12	-1	/	25	-2	-4	6	-6	4	-5	5	-1
Cc1ccc(NC(=O)NCCSc2ccc(C)cc2)cc1	-16	-1	-15	-18	7	-3	-8	11	0	-18	7
N#Cc1ccccc1OCC(=O)Nc1nnc(C2CC2)s1	1	-18	-37	-20	-24	7	-5	-16	11	-48	19
Nn1c(SCC(=O)Nc2ccc3c(c2)OCCO3)nnc1C(F)(F)F	10	-5	-2	/	-5	4	-15	13	4	1	18
Cc1nc(CCNS(=O)(=O)c2cccnc2)cs1	-3	-6	-1	-6	-30	7	-30	6	-1	-1	12
C=CCn1c(Cc2ccc(OC(C)C)c(Cl)c2)nnc1SCC(N)=O	9	2	9	5	-3	11	-9	9	7	9	9
CCOC(=O)c1cn2nc(SCc3ccccc3)nc2nc1C	-24	-11	13	-44	-53	-31	3	3	-3	-38	-9
Cc1nc(SCc2nc3ccccc3[nH]2)c2oc3ccccc3c2n1	-20	7	0	4	6	17	5	13	-11	-3	28
O=S(=O)(Nc1ccccc1N1CCCCC1)c1cccs1	8	-14	-14	-1	-3	8	-7	0	-6	2	-15
COc1ccc(C=O)c(OC)c1	5	0	4	3	-4	5	4	13	-4	-10	0
O=C(N/N=C/c1c[nH]c2c1ccc1ccccc12)c1ccc([N+](=O)[O-])cc1	-11	1	6	-14	5	16	-5	10	-9	8	-27
COc1ccc(C2C(C#N)=C(N)N(N(C)C)C3=C2C(=O)CC(C)(C)C3)cc1OC (stereo not given)	4	-5	-1	-32	1	-24	-25	19	-2	6	-16
COc1ccccc1CNCc1cccs1	10	-5	-15	-12	-19	-16	-4	0	10	1	-2
Cc1cccc(C)c1NC(=O)COC(=O)C1CC(=O)N(Cc2ccccc2)C1 (stereo not given)	9	-10	2	-9	-20	-9	-11	5	4	5	-3
CCc1cc(-c2nnn(CCC3COCCO3)c2CC)cc(CC)c1-c1cn(CCc2c[nH]c3ccccc23)nn1 (stereo not given)	5	6	12	10	-14	13	-5	34	-8	-1	18
CCCc1cc(C(=O)Nc2ccc(OC)cc2[N+](=O)[O-])cs1	-6	-9	-5	-31	-10	-25	11	-35	4	-5	-25
CCCCc1ccc(Nc2ncccc2C#N)cc1	-20	-21	-1	-50	-56	-68	5	-15	4	-48	-32
CCC(C)N(C(=O)c1csnn1)C(C(=O)NCc1ccc(F)cc1)c1ccccc1F (stereo not given)	-1	3	5	0	5	-1	11	2	6	-2	24
CCOC(=O)c1c(C)[nH]c(C(=O)Cn2c(=O)oc3ccccc32)c1C	0	-2	1	-12	-17	-12	32	-32	-4	-44	18
O=C(CC[C@H]1O[C@@H](n2cnc3c(NC(=O)c4ccccc4)ncnc32)[C@H](O)[C@@H]1O)NCc1ccccn1	-20	/	-20	11	-10	7	-31	8	5	-12	-21
Cc1nc(NCCc2ccccc2)c2nnn(Cc3ccccc3Cl)c2n1	-9	6	3	-16	10	4	23	5	12	12	-19
O=C(CN(CC1CCCO1)C(=O)CNS(=O)(=O)c1ccc(F)cc1)NCc1ccco1 (stereo not given)	16	0	6	-12	-9	-4	-4	-20	-9	2	-1
C=C(C)CNC(=S)Nc1cccc(N)n1	6	0	-15	-7	-15	18	-24	4	22	12	-7
CC(C)CCn1nnnc1C(c1ccc(N(C)C)cc1)N1CCN(C(=O)c2ccco2)CC1 (stereo not given)	-7	26	-7	-24	-4	-3	-13	4	-7	4	6
COC(=O)/C=c1\[nH]c2nnc(C)n2c1=O	-2	-14	-30	50*	-15	25	-12	0	3	-20	-12
